SENP1 inh = SENP1 (human) catalytic domain inhibition. Q9P0U3. recombinant SENP1 catalytic domain, CyPet-SUMO1-YPet FRET cleavage. inhibition, % at 10 µM. 0.21% of 360,000 active;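 active = inhibition at least 30% at 10 µM, raw YFP signal under a set limit, fluorescence ratio 0.5 to 1.5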;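 also: 0% = enzyme with DMSO and 100% = no enzyme wells; some results filed as inactive read as strong as hits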
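Test system: hSENP1 catalytic domain, recombinant; Amount: 20 pM final SENP1 enzyme; Medium: Tris pH 8 buffer plus EDTA, NaCl, BME, BSA, NP40, catalase; Schedule: 50 min enzyme reaction, room temperature, light-protected; Technique: FRET fluorescence in CFP and YFP emission channels; Controls: no-enzyme wells low, DMSO-plus-enzyme wells high control.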
SENP8 block-1 = inhibitors of human SENP8 protease; Q96LD8; recombinant SENP8, Nedd8 substrate fluorescence; inhibition, % at 20 µM; 0.64% of 360,000 active; AID 602440; in the data active = inhibition mostly above about 40%, no sharp cut-off; inactive = mostly below about 27%
PfG6PD inh = PfG6PD (Plasmodium falciparum) enzyme inhibition; PfGluPho enzyme, NADPH resazurin-diaphorase fluorescence; inhibition, % at 20 µM; 0.78% of 350,000 active; AID 504690;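 active = inhibition reaching at least a set limit at 20 µM in the primary screen, cut at about 59% in these data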;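 also: 0% = DMSO wells with substrate and 100% = DMSO wells lacking glucose-6-phosphate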
HKDC1 inhibitor = blocks human hexokinase HKDC1 activity | Q2TB90 | recombinant HKDC1, G6PDH/diaphorase resazurin coupled fluorescence | inhibition, % at 20 µM | 0.16% of 340,000 active;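 active = inhibition above about 35% when tested at 20 µM, limit read from the data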;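 also: plate controls were DMSO wells with enzyme for no effect and DMSO wells lacking enzyme for full effect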
Target sequence (Q2TB90 whole entry, looked up): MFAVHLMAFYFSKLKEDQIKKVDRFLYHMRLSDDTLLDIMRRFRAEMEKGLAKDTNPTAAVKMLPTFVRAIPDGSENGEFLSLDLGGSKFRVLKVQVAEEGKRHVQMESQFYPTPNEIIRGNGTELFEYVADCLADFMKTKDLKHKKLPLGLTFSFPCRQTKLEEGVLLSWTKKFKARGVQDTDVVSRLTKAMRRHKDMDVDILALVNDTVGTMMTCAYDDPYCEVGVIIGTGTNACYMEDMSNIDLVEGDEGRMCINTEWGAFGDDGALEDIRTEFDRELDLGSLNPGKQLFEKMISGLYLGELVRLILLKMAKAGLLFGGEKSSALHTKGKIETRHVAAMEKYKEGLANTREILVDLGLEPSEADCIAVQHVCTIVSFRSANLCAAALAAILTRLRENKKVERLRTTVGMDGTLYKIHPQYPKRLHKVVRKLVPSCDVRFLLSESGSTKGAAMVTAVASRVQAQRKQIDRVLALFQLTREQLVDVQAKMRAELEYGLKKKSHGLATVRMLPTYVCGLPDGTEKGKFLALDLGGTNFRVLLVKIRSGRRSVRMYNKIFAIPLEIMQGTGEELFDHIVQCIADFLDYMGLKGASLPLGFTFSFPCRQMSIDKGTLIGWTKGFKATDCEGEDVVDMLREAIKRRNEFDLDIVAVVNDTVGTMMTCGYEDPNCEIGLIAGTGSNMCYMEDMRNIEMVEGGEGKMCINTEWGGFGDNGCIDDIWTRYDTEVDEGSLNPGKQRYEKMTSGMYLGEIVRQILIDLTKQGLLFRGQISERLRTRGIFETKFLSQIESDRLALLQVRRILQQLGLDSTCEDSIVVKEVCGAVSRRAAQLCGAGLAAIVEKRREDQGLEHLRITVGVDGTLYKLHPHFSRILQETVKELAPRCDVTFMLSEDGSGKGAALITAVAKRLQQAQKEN
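Assay system – recombinant HKDC1 (HK5) hexokinase enzyme, produced in-house · Input – HKDC1 at 5 µg/mL · Reagent – glucose plus 1 mM ATP as hexokinase substrates · Timing – 90 min reaction incubation at room temperature, dark · Measured by – G6PDH/diaphorase-coupled fluorescence, 1 mM NADP, 100 µM resazurin, 525/613 nm · Benchmarks – DMSO-enzyme wells negative, buffer-substituted wells positive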
SENP6 block = SENP6 protease inhibition. Recombinant SENP6 catalytic domain, aminoluciferin luminescence. inhibition, % at 10 µM. 1.8% of 330,000 active. Q9GZR1;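 active = inhibition above about 50% at the single tested dose, limit read from the data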;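 also: plate controls were DMSO wells with enzyme for no effect and DMSO wells lacking enzyme for full effect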
SENP7 block = blocks the human protease SENP7 | Q9BQF6 | 1.5% of 330,000 active | inhibition, % at 5 µM | recombinant SENP7, Z-RLRGG-aminoluciferin luminescence, 40 min;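 active = inhibition above about 50% at the single test dose, limit read from the data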;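 also: plate controls were DMSO with enzyme for no effect and no enzyme buffer wells for full effect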
Apaf-1 inh = blocks human Apaf-1 apoptosome activity; O14727; reconstituted apoptosome caspase-3 activity, DEVD-Rh110 fluorescence; inhibition, % at 20 µM; 0.71% of 330,000 active; AID 489030; active = inhibition of at least 40% at 20 µM;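 also: plate controls were DMSO wells for no effect and DEVD-CHO caspase inhibitor wells for full effect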
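System – cell-free apoptosome with Apaf-1, procaspase-3 and caspase-9 · Buffer or medium – pH 7.5 Hepes buffer with CHAPS, BSA, DTT · Also added – cytochrome c with DEVD-Rh110 · Times – 30 min compound preincubation, 50 min activation, room temperature · Technique – Rh110 fluorescence intensity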
SENP8 block-2 = SENP8 protease inhibition; purified SENP8, Z-RLRGG-aminoluciferin cleavage, luminescence; 1.2% of 330,000 active; inhibition, % at 10 µM; AID 2540; Q96LD8; in the data active = inhibition above about 50%
NALP3 yeast inh = blocks the NALP3 inflammasome reconstituted in yeast; Yeast reconstituted NLRP3/ASC/caspase-1, beta-gal luminescence, 24 h; inhibition, % at 10 µM; 0.39% of 330,000 active; AID 2825;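 active = inhibition of 50% or more; inactive = inhibition below 50%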;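 also: plate controls were induced DMSO wells for no effect and uninduced yeast grown without galactose for full effect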
* marks the source's active call; other numbers are inactive results; / = not tested or not shown.

SMILES | SENP1 inh | SENP8 block-1 | PfG6PD inh | HKDC1 inhibitor | SENP6 block | SENP7 block | Apaf-1 inh | SENP8 block-2 | NALP3 yeast inh
COC(=O)c1c(N2C(=O)[C@H]3[C@@H](C2=O)[C@]2(C(=O)Nc4ccccc42)N2CCC[C@@H]32)sc(C)c1C | / | / | / | / | -1.7 | -10.4 | 11.7 | -9.8 | 3.3
Cc1cccc(C)c1NC(=O)CSc1nc(N2CCOCC2)nc(N2CCOCC2)n1 | 0.6 | -0.5 | -5.0 | -5.7 | -5.4 | -12.2 | 9.9 | 6.3 | 24.4
CC(=O)/C=C/c1ccccc1O | -0.8 | 17.7 | -2.8 | -4.4 | -3.6 | -1.2 | -9.2 | -5.7 | 0.0
CCCN(CC(=O)Nc1ccccc1C)C(=O)Cc1coc2cc(C)ccc12 | -2.0 | 9.1 | -0.5 | 0.9 | -15.6 | 12.1 | 9.0 | -12.6 | 12.3
CCCCN(C(=O)C1CCCC1)c1c(N)n(CC(C)C)c(=O)[nH]c1=O | -14.4 | -9.2 | -2.7 | -2.2 | 4.9 | 8.8 | -1.1 | -0.8 | 10.5
Cc1ccc(NC(=O)CN(C)C(=O)Cc2ccc3c(c2)CCC3)cc1 | 0.0 | 2.7 | 3.1 | -0.6 | -8.4 | 1.1 | 0.4 | 7.3 | 29.2
Cc1ccc(S(=O)(=O)Oc2ccc(/C=N/N=C3/NC(=O)C(CC(=O)O)S3)cc2)cc1[N+](=O)[O-] (stereo not drawn) | 0.7 | 7.5 | -28.8 | -3.6 | 17.4 | -0.7 | -2.0 | 2.0 | 9.7
Nc1cccc(/C=C/C(=O)O)c1 | 1.3 | 5.2 | 2.8 | 3.0 | 0.4 | -13.0 | -5.9 | -4.2 | -9.5
COc1ccc(S(=O)(=O)N2CC(=O)Nc3ccccc32)cc1C | -10.3 | -1.6 | -0.4 | -0.8 | 2.8 | -0.4 | -3.8 | 4.1 | 13.1
O=c1cc(CN2CCN(c3cccc(C(F)(F)F)c3)CC2)nc2sccn12 | / | / | 10.3 | -7.5 | 2.6 | -9.6 | -14.0 | 1.3 | -98.7
COC(=O)CSc1nc(C)c2ccc(OC)cc2n1 | -2.6 | -257.6 | -10.2 | -2.7 | -38.0 | 3.1 | 2.0 | -10.1 | 17.3
COc1ccc(CC(=O)OCn2nnc3ccccc3c2=O)cc1 | 3.5 | 6.8 | -15.6 | 1.6 | -2.8 | 2.9 | 5.0 | -10.0 | 21.6
Cn1cc2cc([N+](=O)[O-])ccc2n1 | 2.6 | 30.0 | 3.7 | -4.7 | -10.3 | -3.4 | -10.8 | -2.0 | -31.8
CC(O)CNc1nc2sc3c(c2c(=O)n1CCc1ccccc1)CCCCC3 (stereo not drawn) | -8.6 | -82.1 | 21.9 | -7.3 | -18.0 | -8.2 | 39.1 | -6.9 | 20.3
Cc1c(Cl)cnc(NC(=O)COC(=O)C2CC2)c1Cl | -1.2 | -7.8 | -2.3 | 6.2 | -10.7 | -9.7 | -3.0 | -10.4 | 13.7
CC(CC#CCN1CCOCC1)OCCC#N (stereo not drawn) | 0.4 | -2.2 | -16.6 | 1.7 | 9.4 | 0.8 | -10.3 | 0.8 | 4.2
CCOc1ccc(-c2c(C(=O)N/N=C/c3cccc(Br)c3)nnn2-c2nonc2N)cc1 | 1.5 | -29.3 | 46.9 | 2.7 | 2.8 | -6.3 | 22.5 | -10.3 | 7.2
CCCC(=O)Nc1nn(C)c2nc3ccc(C)cc3cc12 | -22.7 | -204.9 | 3.9 | 1.0 | -7.1 | -7.1 | 1.2 | 4.9 | 16.4
COC(=O)c1ccc(S(=O)(=O)N2CCC(C(N)=O)CC2)n1C | -0.7 | 6.0 | -12.2 | -3.0 | -11.1 | 0.5 | -8.4 | 1.0 | 7.0
CCOC(=O)N1CCC(NC(=O)c2ccc3c(c2)N=C(C)c2c(C)ccc(C)c2S3)CC1 | 1.2 | -66.7 | 8.9 | -2.1 | 2.8 | -0.9 | 22.9 | -0.6 | 26.1
Cc1ccc(-c2nc(N)nc(N)n2)c(C)c1 | -0.5 | 14.3 | -5.1 | 0.3 | -4.8 | -3.2 | -1.3 | -10.0 | 19.3
COc1cc(-c2noc(C)c2C(=O)NCCc2c[nH]c3ccccc23)cc(OC)c1OC | -6.5 | -11.6 | 1.0 | -0.2 | -12.2 | 8.3 | 8.6 | -13.7 | 19.2
O=C(CNC(=O)c1ccccc1)OCc1cc(=O)n2cc(Br)ccc2n1 | -0.3 | -87.3 | 6.0 | -3.2 | -6.2 | -16.1 | -4.0 | -7.8 | -5.3
O=C(CN1C(=O)c2cccc3cccc(c23)C1=O)N1CCOCC1 | -2.6 | -415.7 | 9.3 | 15.3 | -11.8 | 6.3 | -11.9 | 4.7 | 11.3
CCCCn1c(N)c(N(CCOC)C(=O)CCNC(=O)c2ccc(Br)cc2)c(=O)[nH]c1=O | -5.8 | -0.4 | 13.9 | -5.5 | -4.5 | -8.1 | 2.5 | -1.3 | 1.4
Cn1cccc1/C=N/NC(=O)C12CC3CC(CC(C3)C1)C2 | 4.2 | 20.2 | -2.2 | 8.9 | 0.0 | -0.5 | -0.5 | 2.3 | 15.8
CCc1sc(C(=O)N2CCCN(C)CC2)cc1Br | 0.8 | 14.0 | -6.0 | -6.5 | -4.8 | 6.1 | -0.5 | -8.5 | 7.9
Cc1nc2ccc(NC(=S)NCc3ccccc3)cc2nc1C | -14.5 | -363.5 | -0.5 | 5.9 | -17.2 | -0.8 | -7.4 | 1.4 | 25.0
CCOc1nc2cnccc2n(CC(=O)Nc2ccccc2F)c1=O | -10.7 | 0.3 | -11.0 | -0.2 | -8.0 | -0.1 | -49.0 | 0.9 | 20.1
Clc1ccccc1CSc1nnc([C@@H]2CCCN2)o1 | 0.5 | 11.4 | 7.2 | -2.3 | -2.9 | 3.3 | -8.6 | -1.4 | 27.8

Part of the list above, limited to HKDC1 inhibitor, SENP7 block and SENP1 inh:
SMILES | HKDC1 inhibitor | SENP7 block | SENP1 inh
Cc1ccc(-c2nc(N)nc(N)n2)c(C)c1 | 0.3 | -3.2 | -0.5
CCc1sc(C(=O)N2CCCN(C)CC2)cc1Br | -6.5 | 6.1 | 0.8

More compounds
SMILES | SENP1 inh | SENP8 block-1 | PfG6PD inh | HKDC1 inhibitor | SENP6 block | SENP7 block | Apaf-1 inh | SENP8 block-2 | NALP3 yeast inh
C=C1c2cc(OC)ccc2NC(=O)N1CC | -15.7 | -452.5 | -3.0 | 6.5 | -7.9 | -3.4 | 2.1 | -8.7 | -4.9
O=C(c1ccc(Oc2ccccc2)cc1)C1CCCN(C(=O)c2cnccn2)C1 (stereo not drawn) | 2.1 | 5.2 | 3.7 | -2.0 | -13.0 | -2.8 | 0.7 | -6.1 | -11.6
COc1ccc(/C=C(\NC(=O)c2cccs2)C(=O)Nc2cccc3ccccc23)cc1OC | -15.4 | 13.8 | -9.8 | -12.9 | 2.4 | 8.8 | 10.4 | 2.9 | 5.8
OCC1OC(n2ccc3c(NO)ncnc32)C(O)C1O (stereo not drawn) | -1.1 | 4.7 | 10.4 | -2.0 | / | / | / | / | /
Cc1ccc(S(=O)(=O)N2CCN(C(=O)c3ccc(-n4cncn4)c([N+](=O)[O-])c3)CC2)cc1 | 0.9 | 4.3 | -3.0 | -1.2 | 1.8 | 0.1 | 3.5 | 3.0 | 11.5
NC(=O)NC(=O)CN1c2cccc3cccc(c23)S1(=O)=O | -1.8 | -283.9 | 2.9 | 4.5 | -19.7 | -10.2 | 8.0 | -3.1 | -1.3
O=C(CNC(=O)c1cccnc1)N/N=C/c1cccnc1 | 1.0 | 6.6 | -10.5 | -3.2 | 22.3 | 5.5 | -2.3 | 7.2 | -3.8
COC(=O)C1=C(C)N(CCCC(=O)O)C(=O)NC1c1ccc(C(F)(F)F)cc1 (stereo not drawn) | -2.6 | 1.0 | -0.6 | 0.6 | -2.3 | 1.7 | -10.1 | -2.6 | 8.2
Cc1ccc(/C=N/n2cnc3sc(C)c(C)c3c2=O)o1 | 1.9 | 8.6 | -5.4 | 0.3 | -0.9 | -1.7 | -1.4 | -3.8 | 13.3
N#Cc1ccccc1S(=O)(=O)Nc1ccc2c(c1)OCCO2 | 1.6 | 6.2 | 5.5 | -3.4 | -1.3 | -1.2 | 2.5 | -4.6 | 11.3
CCn1nc(NC(=O)C2CCCO2)c2cc3cc(C)ccc3nc21 (stereo not drawn) | -30.1 | -380.6 | -1.1 | -4.5 | -14.1 | -2.9 | -14.9 | -0.2 | 14.7
Cn1c(=O)n(Cc2ccco2)c(=N)c2c3c(sc21)CCCC3 | -0.5 | -2.2 | -3.9 | -7.7 | -3.4 | -3.0 | 3.8 | 4.2 | 25.7
c1ccc(-c2nnc3ccc(N4CCC5(CC4)OCCO5)nn23)cc1 | -0.8 | -30.8 | -7.0 | 0.9 | -6.6 | -2.9 | 2.1 | -14.0 | 3.0
CC(C)(C)NC(=O)CCc1ncc(C(F)(F)F)cc1Cl | 1.0 | -7.8 | 2.1 | -1.5 | 5.8 | -1.0 | 3.0 | -12.0 | 18.2
CN(C)S(=O)(=O)c1cccc(NC(=O)c2cncc(Br)c2)c1 | -1.9 | 4.7 | -1.8 | -5.0 | -7.3 | -4.7 | -6.9 | -1.5 | 4.4
COCCC(=O)N1CCC(Oc2ccc(C(=O)NCc3csc(C)n3)cc2)CC1 | -0.3 | 14.9 | -11.1 | -0.6 | 15.9 | -1.0 | 2.3 | 5.6 | 0.4
O=C(COC(=O)COc1ccc2c(c1)CCC2)Nc1ccccc1C(F)(F)F | 3.6 | 5.2 | -5.9 | 2.2 | -19.5 | 1.1 | 20.2 | -12.1 | 3.7
COc1cc(OC)c(NC(=O)CCNS(=O)(=O)c2ccc3c(c2)CC(C)N3C(C)=O)cc1Cl (stereo not drawn) | 1.1 | 9.6 | -9.1 | 1.9 | 1.2 | 8.9 | -5.5 | 0.3 | 14.7
Cn1c(=O)c(C(=O)NCCc2ccc(Cl)cc2)c(O)c2ccccc21 | 2.1 | -8.6 | -22.4 | -7.3 | 4.5 | 2.4 | 7.9 | -5.1 | 11.5
COc1ccc(S(=O)(=O)NCCC(=O)N2CCCN(C)CC2)cc1 | 1.4 | 16.6 | -1.1 | -3.4 | 5.8 | 0.6 | 0.5 | -4.4 | 23.7
O=C(CSC(=S)N1CCCCC1)Nc1ncc2c(n1)CCCC2=O | 0.9 | 9.1 | -2.0 | -3.4 | 4.1 | -2.3 | -21.3 | 3.1 | 8.1
COc1ccc(CSCC(=O)Nc2ccc(S(=O)(=O)N3CCCCCC3)cc2)cc1 | 0.9 | -1.7 | 9.0 | -1.0 | 3.3 | 7.1 | 14.3 | 3.0 | 15.1
N#Cc1nc(-c2ccco2)oc1N1CCN(Cc2ccccc2)CC1 | -1.2 | -286.4 | 1.7 | 4.5 | -17.1 | -9.1 | 1.5 | -9.8 | 0.1

Source: PubChem BioAssay

Rows are unselected. About 4.1% of those tested had a hit in this group.
